Wnt bcat act: activators of Wnt/beta-catenin signaling | Wnt/beta-catenin reporter cell assay, activator, plate reader | AID 743398 | activation, % at 9.35 µM | 300,000 tested, 1.2% active; in the data active = activation above about 30%, passing the limit was not always enough;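 note: 0% = neutral control wells and 100% = positive control wells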
RTF Ca sens inh: cardiac RTF calcium desensitization; 340,000 tested, 0.12% active; IANBD-labeled cardiac RTF, Ca2+ fluorescence; AID 493244; P19429+P45379; inhibition, % at 7.15 µM;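 active = inhibition above the mean inhibition of all tested compounds plus 3 SD, cut at about 17% in these data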;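 note: assay run at fixed EC70 calcium of 1.6 mM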
Arr AP2 block: inhibitors of human beta-arrestin and AP2 interaction. FITC-arrestin peptide / GST-AP2 beads, flow cytometry; AP2 beta2 appendage carries R879A mutation. inhibition, % at 10 µM. 340,000 tested, 0.31% active;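 active = inhibition above a set limit, near 3 SD of compounds lacking own fluorescence, cut at about 54% in these data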;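 note: plate controls were DMSO wells for no effect and 5 µM unlabelled arrestin peptide for full effect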
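Material – GST-tagged AP2 beta2-adaptin appendage (R879A) on 4 µm glutathione beads · Probe or stimulus – fluorescein-tagged arrestin peptide at 50 nM final · Timing – 12 min plus 1 h, RT · Detection – bead flow cytometry, FITC channel · Read-out basis – inhibition as reduced fluorescein signal on beads, percent · Medium – PBS plus Tween 20 (0.05%) and BSA (0.1%)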
MOR-DOR ag: OPRM1-OPRD1 heterodimerization agonism; P35372+P41143; cells, luminescence; activation, % at 9.3 µM; 340,000 tested, 0.3% active; in the data active = activation above about 18%;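 note: 0% = vehicle-treated cells and 100% = reference agonist; values of inactives mirror those of a sister screen read the other way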
Pemphigus Ab inh: blocks pemphigus antibody binding to human desmoglein-3. P32926. DSG3-coupled beads, scFv-anti-DSG3-GFP binding, flow cytometry; active compounds read low. binding (percent of control), % at 10 µM. 310,000 tested, 0.48% active. AID 588358;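 active = binding more than 3 SD below its plate's average and above zero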;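 note: hits lower antibody fragment binding to DSG3; some compounds called inactive have numbers as strong as hits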
Target sequence (P32926 whole entry, looked up, the tested form may be a part): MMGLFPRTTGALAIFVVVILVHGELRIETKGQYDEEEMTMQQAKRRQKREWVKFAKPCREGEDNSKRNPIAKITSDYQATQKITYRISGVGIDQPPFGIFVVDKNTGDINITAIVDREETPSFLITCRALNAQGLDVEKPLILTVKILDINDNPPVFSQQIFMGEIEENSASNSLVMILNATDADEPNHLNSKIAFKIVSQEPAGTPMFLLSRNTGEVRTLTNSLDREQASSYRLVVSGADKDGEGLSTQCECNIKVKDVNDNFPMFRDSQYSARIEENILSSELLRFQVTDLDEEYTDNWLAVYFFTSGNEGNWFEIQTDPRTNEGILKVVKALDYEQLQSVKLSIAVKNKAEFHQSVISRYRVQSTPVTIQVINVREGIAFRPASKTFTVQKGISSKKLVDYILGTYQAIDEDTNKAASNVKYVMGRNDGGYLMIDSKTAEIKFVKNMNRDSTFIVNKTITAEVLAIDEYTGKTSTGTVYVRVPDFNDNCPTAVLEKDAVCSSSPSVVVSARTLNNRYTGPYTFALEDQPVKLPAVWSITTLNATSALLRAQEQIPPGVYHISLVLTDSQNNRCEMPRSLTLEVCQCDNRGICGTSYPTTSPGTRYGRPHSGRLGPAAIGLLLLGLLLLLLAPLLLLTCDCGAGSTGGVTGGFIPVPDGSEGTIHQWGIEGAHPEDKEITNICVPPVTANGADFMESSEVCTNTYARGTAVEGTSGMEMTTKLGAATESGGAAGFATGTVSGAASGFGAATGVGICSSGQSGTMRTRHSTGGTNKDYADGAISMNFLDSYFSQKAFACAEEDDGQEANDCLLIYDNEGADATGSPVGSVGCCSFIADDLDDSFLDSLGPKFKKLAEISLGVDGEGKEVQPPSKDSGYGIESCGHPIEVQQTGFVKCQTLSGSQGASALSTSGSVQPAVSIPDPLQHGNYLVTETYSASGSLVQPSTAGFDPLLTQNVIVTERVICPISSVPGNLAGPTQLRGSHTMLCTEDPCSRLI
Keap1 Nrf2 FP: Keap1-Nrf2 (human) interaction inhibition | Q14145 | Keap1 Kelch-Nrf2 peptide fluorescence polarization, 1536-well | inhibition, % at 9.4 µM | 340,000 tested, 0.15% active; in the data active = inhibition above about 12%;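 note: human Keap1 Kelch domain with fluorescein labeled Nrf2 9mer peptide probe; 0% = neutral control wells and 100% = peptide positive control; higher means more block of Keap1 binding to Nrf2 peptide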
C-LANA FP: inhibitors of KSHV LANA C-terminal domain DNA binding; MBP-C-LANA/FAM-LBS DNA binding, fluorescence polarization; inhibition, % at 9 µM; 340,000 tested, 0.078% active;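 active = highest replicate inhibition at or above 60% at 9 µM, even if other replicates fall short; inactive = all replicates below 60% inhibition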;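 note: 0% = neutral control wells and 100% = 4 µM acridine orange control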
V-ATPase pHluor: regulators of yeast V-ATPase proton transport | S. cerevisiae, pHLuorin cytosolic pH fluorescence | response, % at 10 µM | 350,000 tested, 0.37% active; in the data active = response mostly above about 7.3%, no sharp cut-off; inactive = mostly below about 5.4%; note: actives read high; inactives centre near 0; some compounds called inactive have numbers as strong as hits; reference of the scale not given here
MOR-DOR inv ag: mu-delta opioid heterodimer inverse agonism; cell-based MOR-DOR heterodimer luminescence; inhibition, % at 9.3 µM; P35372+P41143; 340,000 tested, 0.21% active; in the data active = inhibition above about 22%, passing the limit was not always enough;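 note: 0% = cells with DMSO and 100% = wells without cells with DMSO; values of inactives mirror those of a sister screen read the other way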
cardiac RTF act: cardiac RTF calcium sensitization | IANBD-labeled TnC RTF fluorescence at EC20 calcium; 0% EC20 calcium, 100% full calcium | activation, % at 7.2 µM | 340,000 tested, 0.24% active | P19429+P45379;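 active = activation above the mean over all tested compounds plus 3 SD, cut at about 30% in these data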;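 note: rise in fluorescence read as greater calcium sensitivity of cardiac thin filaments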
The depositor's hits bear a star; / = not tested or not shown.

Compound	Wnt bcat act	RTF Ca sens inh	Arr AP2 block	MOR-DOR ag	Pemphigus Ab inh	Keap1 Nrf2 FP	C-LANA FP	V-ATPase pHluor	MOR-DOR inv ag	cardiac RTF act
COc1ccc(N2CCN(C(=O)COC(=O)Cc3c(F)cccc3Cl)CC2)cc1	-2	-3	-13	-1.6	95	5	6.9	0	11	1
O=C(c1ccccc1Br)N1N=C(c2ccccc2)CC1c1ccccc1F (centres undefined)	-1	-6	-10	0.2	106	-5	-1.7	0	-1	7
CC(Oc1ccc2ccccc2c1)C(=O)NNC(=O)Nc1ccccc1F (centres undefined)	1	0	11	-0.3	111	-3	0.3	-5	2	-4
CCn1nccc1C(=O)NC1=C(C#N)CCC1	/	-11	1	-0.7	126	-4	-0.6	2	4	-2
CC(C)=CCCC(C)CN1CCC(N2CCC(C(=O)N3CCOCC3)CC2)CC1 (centres undefined)	-2	-2	8	-0.1	120	5	-1.8	-2	1	-1
Cc1cc(C)n(CC(O)Cn2c(C)c(C)c3ccccc32)n1 (centres undefined)	-4	2	14	-0.9	192	-12	0.1	-2	5	-2
Cc1n[nH]c(C)c1CN(C)C(=O)c1cc(COc2ccc(F)c(F)c2)on1	1	1	5	-1.7	/	-2	0.9	0	9	-4
COCCn1c(Cc2ccccc2)nnc1SCC(=O)Nc1cc(C)on1	/	-2	6	-0.4	107	-4	-0.8	7	2	5
CS(=O)(=O)Nc1ccc(-c2cn3c(n2)SCC3)cc1	4	-3	-16	-4.0	93	-12	0.2	-2	18	3
O=C(COC(=O)c1cc[n+]([O-])cc1)Nc1ccc(F)c([N+](=O)[O-])c1	0	-8	-6	-4.0	/	-1	-0.7	0	20	2
CC(C)=CCC/C(C)=C/CC/C(C)=C/COc1ccc2ccc(=O)oc2c1	-1	8	-5	-0.7	99	-4	-0.3	4	4	2
Cc1ccn2c(=O)c(C(=O)O)cnc2c1	0	-13	36	-2.2	103	0	-1.9	1	11	8
CN(c1ccc(C(=O)N2CCOCC2)cc1)S(C)(=O)=O	0	-12	3	-2.2	/	-2	-0.9	-2	10	2
Cc1cccn2c(Nc3ccccc3)c(-c3ccccn3)nc12	4	3	-2	-2.7	94	-4	-1.2	5	14	0
CC(/C=N/NC(=O)c1nnn(-c2nonc2N)c1CN1CCCCC1)c1ccccc1 (centres undefined)	-2	-5	5	0.2	/	-5	-0.5	-1	-1	2
Cc1ccc(Cl)cc1N1CCN(S(=O)(=O)c2c(C)[nH]c(C)c2C(=O)N2CCCC2)CC1	3	-6	-4	-2.8	/	-4	1.1	-2	15	1
OC(CNCc1ccccc1C(F)(F)F)C(F)(F)F (centres undefined)	15	-10	7	0.5	96	-5	0.1	-4	-2	12
CC(C)CC1CCCCC1OC(=O)C[N+]1(C)CCCCC1 (centres undefined)	-9	-2	-32	-3.2	95	-1	2.8	-3	16	-3
CC(C)C1Nc2c(O)cc(Cl)c([N+](=O)[O-])c2C2C=CCC21 (centres undefined)	-2	7	16	0.5	94	1	1.7	-5	-4	-4
CCCNC(=S)Nc1ccc(Oc2ccccc2)cc1	-5	-5	-3	-0.1	104	-1	-1.6	-1	0	-2
CCN(Cc1ccccc1)C(=O)C1CCN(Cc2ccc(OC)c(OC)c2OC)CC1	/	-6	-27	-2.1	110	-5	-0.7	0	10	2
CC(C)c1ccc(CN(C(=O)C2COc3ccccc3O2)C2CCS(=O)(=O)C2)cc1 (centres undefined)	/	3	3	2.9	105	-1	-0.8	3	-13	-3
Cc1n[nH]c(C)c1S(=O)(=O)N(C)Cc1ccco1	-2	-5	-11	-2.2	95	-1	0.0	-3	9	2
COc1ccc(NC(=O)CC2C(=O)N(C)C(=S)N2CCc2ccc(F)cc2)cc1 (centres undefined)	1	/	-2	/	107	/	/	-3	/	/
CC1(C)C(=O)NCCN1C(=O)CC1C(=O)NCCN1CC(c1ccccc1)c1ccccc1 (centres undefined)	-1	1	-5	-2.6	112	1	1.0	3	13	12
C=CCn1c(SCC(=O)Nc2ccc(F)cc2)nc2ccccc2c1=O	-2	-4	10	-1.8	107	0	0.4	-4	9	1
O=C(NCCc1ccccn1)c1nc(Cn2cc([N+](=O)[O-])cn2)no1	0	-14	10	-1.1	90	-2	0.5	4	7	-3
N#CC1(NC(=O)CSc2nnc(-c3ccccc3F)o2)CCCCC1	0	-1	3	-1.4	95	-2	0.5	-2	8	-4
Cc1ccc(C(=O)NCCCNC(=O)c2ccccc2C)cn1	-5	-8	34	0.5	106	-5	-0.5	-6	-4	-3
COc1ccccc1OCCNC(=O)c1cc(SC)ccc1Cl	/	-4	-1	-0.6	100	-3	-0.1	-1	3	4

Brought forward from above: two entries; new compounds follow.
Compound	Wnt bcat act	RTF Ca sens inh	Arr AP2 block	MOR-DOR ag	Pemphigus Ab inh	Keap1 Nrf2 FP	C-LANA FP	V-ATPase pHluor	MOR-DOR inv ag	cardiac RTF act
Cc1ccc(C(=O)NCCCNC(=O)c2ccccc2C)cn1	-5	-8	34	0.5	106	-5	-0.5	-6	-4	-3
COc1ccccc1OCCNC(=O)c1cc(SC)ccc1Cl	/	-4	-1	-0.6	100	-3	-0.1	-1	3	4
O=C(CSc1ncccn1)Nc1ccc(Cl)c(S(=O)(=O)N2CCOCC2)c1	0	0	-8	-1.1	123	-7	-2.5	4	5	-2
Cc1ccc(C(=O)COC(=O)CCN2C(=O)C3C4CC(C(Br)C4Br)C3C2=O)cc1 (centres undefined)	/	-5	11	-2.0	128	2	1.6	-4	11	4
COc1ccc(NC(=O)c2ccc(=O)oc2)cc1	3	-5	1	1.6	100	5	-1.8	2	-10	0
OCC[C@@H]1C[C@H](O)[C@@H](O)[C@@]2(Cc3ccccc3CCO2)O1	-2	-22	5	-1.3	100	2	-0.8	-2	7	1
Cc1cccc(NC(=O)CN2CCN(CC(=O)NCC3(N4CCCCC4)CCCCC3)CC2)c1C	2	5	-5	-0.1	112	-4	0.0	8	1	-2
O=C(O)c1cc(-n2nnnc2SCc2ccccc2F)ccc1Cl	3	3	12	-1.2	74*	/	/	0	6	3
COc1cc(OC)cc(C(=O)N[C@H](C(=O)NCc2ccccc2)C(C)C)c1	1	-6	2	-2.3	107	-2	-0.2	0	10	0
Cc1ccc(NC(=O)CSCC(=O)NCCc2ccccc2)cc1	-2	-3	-10	-0.6	102	-3	1.0	-3	3	-3
Cc1cc(C(C)(C)C)cc(C)c1COC(=O)c1cccnc1	0	7	39	7.8	/	2	0.7	1	-58	-8
COc1ccc(N2CCN(Cc3cc(=O)oc4cc(-c5ccccc5)c(O)cc34)CC2)cc1	-5	-3	-2	1.1	/	1	1.3	2	-5	3
COc1ccccc1CNC(=O)CS(=O)(=O)c1ccccc1	0	-6	7	-4.3	104	-1	0.7	1	22	1
COc1cccc(/C=C/C(=O)OCC(=O)c2ccc(C)c(C)c2)c1OC	3	-2	42	-0.5	101	-3	-0.2	-3	3	-2
N#Cc1ccccc1NC(=S)NC(=O)c1cccs1	9	-5	-10	-2.3	111	-14	1.3	-3	11	0
OC(COc1ccc(C2C=CCC2)cc1)CN1CCCCC1 (centres undefined)	/	-6	-1	1.8	93	4	-4.0	-8	-10	-5
O=C(c1cccc(S(=O)(=O)N2CCCC2)c1)N1CCN(c2ccccc2F)CC1	/	0	-2	-0.9	101	-2	0.6	-9	5	-4
Cc1ccn(CC(=O)N/N=C/c2cc([N+](=O)[O-])ccc2O)n1	-6	-1	7	-2.9	122	-5	-0.8	0	15	4
CCOC(=O)CSc1nc2ccccc2c(=O)n1CCN1CCOCC1	/	-11	16	-1.6	102	2	0.6	-1	8	0
COc1ccc([C@H](OC)[C@@]2(Cc3ccc(O)cc3)N=C(N)N(C)C2=O)cc1	-1	-13	2	-3.5	103	-1	0.7	2	19	-3
Cn1c(N)c(C(=O)COC(=O)c2ccc(-c3ccccc3)cc2)c(=O)n(C)c1=O	-3	1	13	0.4	119	-4	-1.2	1	-2	0
CCCC(=O)N1CCCC(C(=O)c2ccc(OC)c(OC)c2)C1 (centres undefined)	0	-3	-3	-3.0	87	3	-1.1	2	14	-1
O=C(c1ccco1)N1CCN(CCOc2ccc(F)cc2)CC1	/	-6	-17	-1.2	99	-1	-2.5	3	5	-2
O=C(COC(=O)CNC(=O)C1CCCCC1)Nc1ccc(F)c([N+](=O)[O-])c1	-4	-1	12	-3.2	111	0	0.8	9	14	-3
Cc1c(NC(=O)C(C)OC(=O)c2cccs2)c(=O)n(-c2ccccc2)n1C (centres undefined)	2	9	2	-0.1	101	0	0.8	-3	1	-7
Cn1nc(C(=O)NCc2ccc(F)cc2)c2c1-c1ccccc1S(=O)(=O)C2	-1	-4	25	-3.1	97	0	1.6	0	15	-4
COc1ccc(NC(=O)c2ccco2)c(NC(=O)Cc2cccs2)c1	/	-4	2	-2.1	108	1	0.2	1	12	-2
CC1=C(C(=O)N2CCOCC2)C(c2ccc(C)cc2)NC(=S)N1 (centres undefined)	-1	-5	-6	-0.7	100	0	-0.1	-4	5	-6
CCSC1=C(C#N)C(=O)n2c1cc1c2CCCC1	3	-5	6	-1.6	/	0	1.8	2	8	1
Cc1ccccc1NCC(=O)c1ccc(Br)cc1	-2	-3	1	0.1	111	0	-0.3	3	-1	3
Cc1ccc(C(C)C)cc1OCC(=O)N1CCN(C(=O)c2ccco2)CC1	1	-5	30	2.7	101	-2	-0.2	-2	-17	3
CSCC[C@H](N)C(=O)N1CCC(C(=O)N[C@H](C)C(=O)NC(C)c2ccccc2)CC1 (some centres undefined)	-1	1	-5	-2.4	/	-5	-0.3	3	12	6
O=C(Nc1cccc(/C=C/c2ccccn2)c1)c1ccc(-n2cncn2)cc1	/	-6	-7	1.5	/	1	-1.0	-3	-7	3
CC(C)C1C(c2ccccc2)N(C)C(c2ccccc2)CC1(O)c1ccccc1 (centres undefined)	-1	-13	-7	9.4	107	-3	0.3	2	-50	0
O=C(Nc1ccc(OC(F)(F)F)cc1)c1ccc2nccnc2c1	4	-6	-10	-0.2	105	0	-1.3	-1	1	0
O=C(NCC1CCCO1)c1ccc2[nH]c3c(c2c1)CCCC3 (centres undefined)	4	-17	-3	-0.9	104	-1	0.6	1	6	-3
N#Cc1c(NC(=O)CSc2nc(N)cc(=O)[nH]2)sc2c1CCCC2	-1	-1	-4	0.5	97	1	-0.3	6	-3	-1
CCOC(=O)c1ccc(NC(=O)c2nc[nH]c2C(=O)NCc2ccccc2)cc1	1	-7	-5	5.4	103	0	-0.7	-1	-30	-2

Screens from PubChem.

An unsorted share of the library, and some 3.1% of all compounds hit somewhere here.
